Screening data: PubChem BioAssay, several laboratories
HSF1 activator = HSF-1 activators, primary screen, NIH3T3-HGL cells, MG132 stress, luminescence, single point; NIH3T3-HGL HSF-1 luciferase reporter, 8 h; 100% = twice DMSO control signal; activation, % at 9 µM; 300,000 tested, 1.7% active;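 active means mean replicate activation of at least 50% with a set share of replicates each reaching 50%; inconclusive means only one of those two conditions met; inactive means mean below 50% and too few replicates reaching it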;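 further: 0% = median of the neutral control wells and 100% = twice that signal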
aSyn 5UTR inh = MLPCN primary screen, SNCA 5' untranslated region | inhibition, % (tested at 7.5 µM) | 300,000 tested, 0.82% active | alpha-synuclein 5'UTR reporter, inhibitor activity | AID 1813, 2009; in the data active means inhibition above about 60%; inconclusive means no clear call, values can overlap the other calls;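 further: H4 neuroglioblastoma cells stably carrying SNCA 5'UTR luciferase fusion; 0% = DMSO wells and 100% = positive control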
KLF5 inh = KLF5 expression inhibitors, primary screen, DLD-1 cells, luminescence | DLD-1 KLF5 promoter-luciferase reporter | inhibition, % at 5 µM | 290,000 tested, 0.23% active;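 active means inhibition above a per-plate limit of that plate's mean compound inhibition plus 3 SD, cut at about 60% in these data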;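 further: 0% = DMSO wells and 100% = LY294002 at 200 µM; higher means less KLF5 promoter-driven luciferase light; inactives centre near -14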
HIF activator = HIF pathway transcriptional activators, primary screen, cell-based, U2OS HRE-luciferase, luminescence | activation, % at 7.5 µM (by protocol) | 300,000 tested, 0.32% active | U2OS HRE-luciferase reporter; normalized: DMSO 0%, desferrioxamine 100%;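 active means mean activation of at least 10% of the iron chelator positive control signal, with at least half of replicates also reaching 10%; inconclusive means mean and replicate majority disagree about reaching 10%; inactive means mean and most replicates under 10%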
IEC-6 tox = cytotoxicity in IEC-6 intestinal epithelial cells, primary screen, cytotoxicity control for KLF5 inhibitor project, cell-based, luminescence; AID 1825, 2009; 290,000 tested, 0.78% active; inhibition, % at 5 µM; IEC-6 cytotoxicity, luminescence viability; in the data active means inhibition above about 22%;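 further: 0% = plate median of test compound wells and 100% = cytotoxic reference compound wells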
SKKanGAS inh = S. pyogenes SKKanGAS growth inhibitors in kanamycin, primary screen, streptokinase expression inhibitor project, SKKanGAS strain, BacTiter-Glo luminescence; 6 h; 300,000 tested, 1.3% active; inhibition, % at 7.5 µM; AID 1662, 2009;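 active means mean replicate score, as percent of positive control median, at least 50; inconclusive means mean below 50 but one replicate at or above 50; inactive means mean and every replicate below 50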;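 further: strain carries kanamycin resistance gene driven by streptokinase promoter and grows in 40 µg/ml kanamycin; loss of luminescence reflects streptokinase promoter inhibition or plain growth inhibition; 0% = median of DMSO wells and 100% = positive control at its reference dose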
AI-2 QS mod = Vibrio harveyi AI-2 quorum sensing modulators, primary screen, JMH597 strain, luminescence/OD600 ratio | activity change, % at 7.5 µM | Vibrio harveyi JMH597 AI-2 luminescence/OD600 ratio, 9 h; stronger effect = lower value; strain lacks LuxN and CqsS sensors; 0 = neutral-control median | 300,000 tested, 0.4% active; in the data active means activity change below about -75%, passing the limit was not always enough; inconclusive means no clear call, values can overlap the other calls;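 further: luminescence divided by OD600 gain over 9 h not by final OD600 alone; inactives centre near 13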
Platelet DG rel = inhibitors of platelet dense granule secretion, primary screen, cell-based, MLPCN, human platelets | human platelet-rich plasma, SFLLRN dense granule ATP release, luminescence | inhibition, %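 (compounds screened at 7.5 µM in platelet-rich plasma)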 | AID 1663, 2009 | 300,000 tested, 0.22% active;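 active means mean replicate score, as percent of positive control, at or above 50; inconclusive means mean below 50 but at least one replicate at or above 50; inactive means mean and every replicate below 50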
HSF1 inh = HSF1 inhibitors in luciferase reporter cells, primary screen, cell-based, NIH3T3, luminescence; NIH3T3-HGL HSE-luciferase, MG132-induced, luminescence 8 h; stronger effect = lower value; activity change, negative = inhibition, % at 7.5 µM (by protocol); 300,000 tested, 0.77% active;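 active means more than half of replicate wells show activity change below -50%, luminescence cut by over half; inconclusive means some wells, but at most half, below -50%; inactive means no replicate well below -50%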;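 further: luciferase reports HSF-1 transcriptional activity via heat shock element; 0% = median of DMSO wells and -100% = zero luminescence signal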
HSP90 refold inh = HSP90 inhibitors, primary screen, cell lysate, luminescence | inhibition, % at 5.6 µM | 290,000 tested, 0.91% active | AID 1789, 2009 | Rabbit reticulocyte lysate, luciferase refolding luminescence, 3 h | Heat shock protein HSP 90 (rabbit reticulocyte lysate; luciferase refolding);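 active means inhibition above the screen-wide mean plus 3 SD, computed separately per campaign, cut at about 16% in these data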;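 further: 0% = DMSO wells and 100% = 60 µM geldanamycin wells; inhibitors lower the luminescence because luciferase stays unfolded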
Starred values were filed as active, the others as inactive; ? = inconclusive; . = not tested or not shown. The order is random; overall some 6% were active at least once.

SMILES	HSF1 activator	aSyn 5UTR inh	KLF5 inh	HIF activator	IEC-6 tox	SKKanGAS inh	AI-2 QS mod	Platelet DG rel	HSF1 inh	HSP90 refold inh
CCn1c(C(C)NC(=O)c2cccs2)n[nH]c1=S (centres undefined)	-15.3	10.8	-6.4	0.7	-0.4	2.4	14.8	14.0	-1.2	-2.3
Cc1ccccc1C(=O)Nc1ccc(N2CCN(C)CC2)nc1	28.0	-39.2	-22.4	0.2	-5.0	-11.4	14.2	-8.5	-2.8	1.7
CN(C)c1ccc(/C=N/NC(=O)c2ccccn2)cc1	22.2	35.8	-44.9	1.5	1.3	-2.3	5.2	22.1	4.7	23.8*
Cc1ccc(C(=O)OCC(=O)NNC(=O)c2ccc([N+](=O)[O-])cc2)o1	1.6	-0.4	.	0.1	.	3.9	9.9	2.5	-6.6	.
Cc1sc(/N=C/c2ccccc2O)c(C#N)c1C	-3.2	3.1	-41.6	0.2	-1.9	3.7	11.6	6.4	2.7	5.5
NC(=O)C1Cc2ccccc2CN1C(=O)c1cccc(Oc2ccccc2)c1 (centres undefined)	17.7	14.0	11.3	0.3	0.0	-4.7	-7.9	-13.4	2.9	-2.8
CC1CN(CC(O)COC2CCC(C(C)(C)C)CC2)CC(C)O1 (centres undefined)	0.9	-3.8	-20.8	-0.1	-0.9	-0.5	-7.6	2.8	-1.6	2.9
Cc1ccc(S(=O)(=O)N(Cc2c(F)cccc2Cl)C(=O)N2CCN(C)CC2)cc1	-0.1	7.4	.	0.5	.	-6.6	30.4	16.4	-1.8	.
Cc1ccc(CNC(=O)CCCc2nc3ccccc3s2)cc1	.	12.2	-3.5	.	-12.9	-9.2	-10.1	6.9	.	-6.6
COc1ccccc1N1CCN(C(=O)CSc2nc(C)c(C)c(=O)[nH]2)CC1	15.4	-1.3	-24.6	0.0	1.9	-6.0	1.1	-6.6	1.7	-1.3
O=C(Cn1nc(Cc2cccnc2)c2ccccc2c1=O)NCC1COc2ccccc2O1 (centres undefined)	-3.2	15.9	-28.7	-0.1	4.7	-2.7	0.2	4.9	-0.3	0.1
Oc1ccccc1N1CCN(c2ncnc3sc(-c4ccccc4)cc23)CC1	-51.9	3.9	4.4	-0.6	1.3	31.2	7.8	?	?	0.2
O=C1CC(NC23CC4CC(CC(C4)C2)C3)C(=O)N1c1ccc2c(c1)OCO2 (centres undefined)	-40.8	-26.3	-13.3	1.2	0.3	-9.7	-4.4	-13.8	-25.7	2.7
Cc1c(NN=C(C#N)C#N)c(=O)n(-c2ccccc2)n1C	-0.8	10.6	-10.1	-0.4	0.9	7.0	23.2	3.4	-5.1	1.0
O=C(Nc1nccs1)c1cccc(NC(=O)C(F)(F)F)c1	26.1	-85.7	-50.0	1.2	-4.8	-4.5	16.2	2.2	6.9	-1.1
N/C(=N\OC(=O)C1CCCCC1)c1ccc(Br)cc1	57.3*	-217.3	-61.7	3.2	-10.1	4.7	12.2	-2.5	17.4	-5.8
CCCCOC(=O)C1=C(C)NC(=O)NC1c1cc2c(cc1Br)OCO2 (centres undefined)	30.1	13.8	-15.5	-0.8	2.9	-1.7	10.8	-4.1	14.6	-0.4
Nc1cc(N)nc(SCC(=O)Nc2cc(S(=O)(=O)N3CCOCC3)ccc2Cl)n1	9.2	-33.7	-9.1	-0.1	6.1	0.2	5.2	-2.0	10.1	-1.9
COc1ccc(CNC(NC(=O)c2ccccc2)(C(F)(F)F)C(F)(F)F)cc1	2.9	19.2	-8.5	-0.5	7.8	-0.8	15.7	-1.1	-3.8	-4.9
COc1cc(CO)cc(Br)c1OCC(=O)Nc1cccc2ccccc12	-6.6	17.4	-19.6	-0.4	6.6	-8.5	18.7	10.1	-4.6	3.5
COc1ccc(CC(=O)Nc2cc(S(=O)(=O)N3CCCCC3)ccc2C)cc1OC	8.9	-11.5	-14.2	-0.8	0.3	-0.1	36.3	2.0	-1.4	0.0
CCNC(=S)N/N=C1\C(=O)c2cccc3cccc1c23	31.9	-21.2	-14.6	-27.4	2.1	38.8	10.2	-3.5	-9.0	-1.4
O=C(O)/C(CC(=O)c1ccc(Cl)cc1)=N/Nc1ccc([N+](=O)[O-])cc1[N+](=O)[O-]	-1.2	-10.3	-44.9	-0.4	1.1	12.0	9.7	18.6	2.0	-5.8
COC(=O)CCC(=O)NC(=S)Nc1cc(Cl)ccc1Cl	12.8	-31.6	16.5	-0.3	1.0	-4.3	11.7	3.5	-2.5	2.6
CCCCN(C(=O)NC(=O)Nc1ccc(C)cn1)S(C)(=O)=O	-2.3	-4.5	-6.9	0.0	-3.2	.	22.7	1.7	-5.2	0.2
CO/N=C(\Cn1ncc(N2CCOCC2)c(Br)c1=O)c1ccc(Cl)cc1	5.4	-4.2	-4.6	-2.0	9.0	-2.0	3.4	-0.5	-5.0	-4.8
CC(CCc1ccccc1)NCC(O)COc1ccccc1 (centres undefined)	10.8	-1.8	-3.8	-1.3	-2.9	-1.9	-0.3	1.7	5.1	-0.4
COc1ccc(CCNC(=O)COC(=O)c2ccco2)cc1OC	3.7	0.1	-4.5	0.0	4.6	-2.9	20.7	6.2	-2.8	3.1
CC(=O)c1cccc(N2C(=NC(=O)COc3ccccc3)SC3CS(=O)(=O)CC32)c1 (centres undefined)	-12.5	10.6	-11.5	-0.2	4.6	2.1	7.4	-7.5	-2.6	1.7
CS(=O)(=O)N(CC(=O)N1CCCCC1)c1sc2c(c1C#N)CCCC2	10.9	-22.0	9.6	0.0	2.1	8.2	7.9	-1.0	-0.3	-0.6
CCC(=O)Nc1cccc(-n2nnnc2SCC(=O)N(C(C)C)C(C)C)c1	6.9	-0.3	2.5	-27.9	-0.8	-0.5	15.0	-3.2	2.7	0.5
Cc1ccc2[nH]c(=O)c(CN(CCO)C(=O)NCc3ccccc3)cc2c1	-1.3	-1.9	.	0.1	.	-7.6	0.9	8.0	-7.2	.
CCOC(=O)c1ccc(N2C(=O)CC(Sc3nc(O)c(CC)c(=O)[nH]3)C2=O)cc1 (centres undefined)	6.0	-0.7	-15.2	-0.3	1.4	4.8	19.1	2.5	-6.9	0.7
O=C(NCC1CCCN1S(=O)(=O)c1cccs1)c1cccc(Cl)c1 (centres undefined)	-1.5	14.2	.	0.1	.	-0.9	16.2	0.5	-3.4	.
CC(=O)Oc1ccc(Oc2ccc(-c3noc(C)n3)cc2)cc1	23.5	-76.7	-8.5	2.4	3.8	16.5	5.0	4.6	5.2	1.3
Cc1cc(C(=O)NNC(=O)c2ccc(Cl)cc2Cl)c(C)o1	8.0	-76.2	.	0.9	.	-0.9	5.5	-5.8	7.7	.
CCOC(=O)N1CCN(C(=O)c2cccc(NC3=NC4CS(=O)(=O)CC4S3)c2)CC1 (centres undefined)	-3.8	-7.8	-6.6	-0.2	1.1	-1.6	12.5	9.5	-6.8	5.0
COc1ccc(O/C(=N\S(=O)(=O)c2ccccc2)c2ccccc2)cc1	0.0	1.9	9.2	-0.2	1.6	0.2	5.1	-9.6	-0.4	0.6
CC1=NC(C#N)=C(C#N)NC(C)(C)C1	9.1	-1.7	0.7	28.4*	-5.7	2.7	0.2	12.0	-1.7	-0.7
Cc1ccc(NC(=O)c2cc(N3C(=O)CCC3=O)ccc2N2CCCCC2)cc1	-4.6	-1.1	-33.9	0.4	0.4	-10.4	13.6	8.4	0.6	-0.2
Cc1ccc(NC(=O)c2ccc3c(c2)C(=O)N(c2cc(C)ccc2C)C3=O)nc1	2.6	-39.5	-0.6	0.6	2.9	-5.3	-0.8	0.8	3.7	-0.8
COc1ccccc1-n1cnnc1SCC(=O)NCC1CCCO1 (centres undefined)	-11.2	-15.9	-6.9	-0.3	2.4	-6.2	19.9	0.7	-7.7	-2.0
CCN(C(=O)c1ccc2c(Cl)c3c(nc2c1)CCC3)c1ccc(C)c(C)c1	-9.4	-32.4	-1.8	-0.5	-8.1	26.8	27.8	1.5	4.4	3.4
N#CCSc1nnc(C2CCCCC2)n1Cc1ccccc1	20.6	7.7	-23.2	-0.4	1.1	3.7	-41.2	8.3	8.1	-1.9
CC(C)c1nnc(NC(=O)c2nc(S(=O)(=O)Cc3ccccc3F)ncc2Cl)s1	-82.2	-72.1	-2.0	0.1	18.2	4.8	-6.4	-17.1	-80.4*	-2.2
Cc1cc(NC(=O)c2ccc(S(=O)(=O)N(C)CC3CCCO3)cc2)no1 (centres undefined)	5.9	10.6	-37.4	-0.3	-1.0	-6.1	16.2	13.4	-1.4	-0.1
CC(=O)c1cccc(NC(=S)NC(=O)Cc2ccc(Cl)cc2)c1	-4.4	7.9	-24.7	-0.8	4.6	-0.7	-65.7	2.0	-3.6	-0.1
CC(=O)NCCNc1ccc([N+](=O)[O-])cn1	-3.6	11.0	-16.7	-0.4	-2.7	2.4	4.3	10.2	-5.5	1.8
CCN(Cc1cnn(C)c1)C(=O)c1cc(COc2ccc(F)cc2F)on1	13.7	-45.7	-57.5	0.6	-0.9	-9.6	13.1	0.8	7.2	-4.8
CC(C)C(=O)N(c1cc2sc(=O)oc2c2ccccc12)S(=O)(=O)c1cccs1	.	.	2.0	.	-6.0	6.7	15.8	-2.1	.	1.9

(further entries)
SMILES	HSF1 activator	aSyn 5UTR inh	KLF5 inh	HIF activator	IEC-6 tox	SKKanGAS inh	AI-2 QS mod	Platelet DG rel	HSF1 inh	HSP90 refold inh
CCC(=O)N1CCN(c2nc(-c3ccccc3)c3c(c2C#N)CCCC3)CC1	15.8	28.6	-14.1	-0.5	-0.8	1.8	42.8	6.1	2.3	10.1
Cc1ccc(SCC(=O)OC(C)C(=O)NCc2ccccc2)cc1C (centres undefined)	-10.4	7.2	.	-0.4	.	4.8	-0.4	7.5	1.7	.
O=C(NCCc1ccc(Cl)cc1)c1ccc2c(c1)OCCO2	1.0	-37.7	-120.8	-4.0	-6.2	-2.6	10.8	3.1	12.8	17.6*
O=C1CCC(=O)N1c1ccc(NCCc2ccccc2F)c([N+](=O)[O-])c1	22.8	-0.2	-11.0	0.0	4.1	3.7	13.4	5.1	11.0	2.2
O=S(=O)(Nc1cccc2nsnc12)c1ccccc1	2.7	-11.3	-45.6	0.0	-3.6	-4.5	9.8	-0.4	-4.0	-1.9
Cc1cccc(/C=N/NC(=O)c2cc(Br)ccc2O)n1	11.3	-21.3	-61.1	-21.0	3.0	39.8	23.6	-30.0	-4.8	1.5
